# Compound activity: PubChem, several laboratories
# IEC-6 tox: IEC-6 cytotoxicity, counter-screen for KLF5 inhibitors. luminescence viability. inhibition, % at 5 µM. hit rate 0.78% among 290,000. AID 1825; in the data active = inhibition above about 22%;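 also: 0% = plate median of test compound wells and 100% = cytotoxic reference compound wells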
# HSF1 activator: increases HSF-1 driven luciferase reporter signal; NIH3T3-HGL HSF-1 luciferase reporter, MG132, 8 h; 100% = twice DMSO control signal; activation, % at 9 µM; hit rate 1.7% among 300,000; AID 504408;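 active = mean replicate activation of at least 50% with a set share of replicates each reaching 50%; inconclusive = only one of those two conditions met; inactive = mean below 50% and too few replicates reaching it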;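 also: 0% = median of the neutral control wells and 100% = twice that signal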
# GSK3beta inhib: blocks human GSK3beta kinase activity; hit rate 0.038% among 300,000; GST-GSK3beta kinase, ADP-Glo luminescence, 60 min; active compounds read low; P49841; activity score (negative = inhibition), % at 10 µM;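 active = more than half of replicate wells score below -50%, meaning over 50% inhibition versus plate controls; inconclusive = some replicates but at most half score below -50%; inactive = no replicate scores below -50%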;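 also: 0% = median DMSO wells and -100% = median GW8510 positive control wells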
# Target sequence (P49841 whole entry, looked up): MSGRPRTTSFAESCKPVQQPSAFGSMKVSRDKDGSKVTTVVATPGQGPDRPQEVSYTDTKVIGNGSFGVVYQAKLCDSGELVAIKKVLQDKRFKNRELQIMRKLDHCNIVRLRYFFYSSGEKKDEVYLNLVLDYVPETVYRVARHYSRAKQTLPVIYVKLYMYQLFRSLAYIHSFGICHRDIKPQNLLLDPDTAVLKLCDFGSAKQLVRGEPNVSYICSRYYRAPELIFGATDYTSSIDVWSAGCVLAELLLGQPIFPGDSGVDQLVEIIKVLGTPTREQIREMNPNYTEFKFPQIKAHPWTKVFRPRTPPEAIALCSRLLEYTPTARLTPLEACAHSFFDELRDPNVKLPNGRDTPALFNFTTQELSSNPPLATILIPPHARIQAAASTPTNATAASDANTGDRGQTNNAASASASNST
#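 Assay system: GST-fused GSK3beta enzyme, cell-free / Medium: Tris pH 7.5 buffer with MgCl2, DTT, BSA, heparin / Also added: peptide substrate plus 25 µM ATP (final) / Compound: 10 µM single point / Timing: kinase reaction with compound 60 min at room temperature / Detection: ADP-Glo luminescence / Benchmarks: DMSO neutral wells and GW8510 at 20 µM as positive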
# aSyn UTR inh: 5' untranslated region of α-synuclein, MLPCN primary screen. alpha-synuclein 5'UTR reporter, inhibitor activity. inhibition, % (tested at 7.5 µM). hit rate 0.82% among 300,000. AID 1813; in the data active = inhibition above about 60%; inconclusive = no clear call, values can overlap the other calls;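 also: H4 neuroglioblastoma cells stably carrying SNCA 5'UTR luciferase fusion; 0% = DMSO wells and 100% = positive control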
# HSP90 inh: HSP90 refolding inhibition in rabbit reticulocyte lysate; luciferase refolding luminescence, 3 h; hit rate 0.91% among 290,000; inhibition, % at 5.6 µM; AID 1789;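 active = inhibition above the screen-wide mean plus 3 SD, computed separately per campaign, cut at about 16% in these data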;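 also: 0% = DMSO wells and 100% = 60 µM geldanamycin wells; inhibitors lower the luminescence because luciferase stays unfolded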
# KLF5 inh: kruppel-like factor 5 inhibition; inhibition, % at 5 µM; hit rate 0.23% among 290,000; DLD-1 KLF5 promoter-luciferase reporter, luminescence; AID 1700;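 active = inhibition above a per-plate limit of that plate's mean compound inhibition plus 3 SD, cut at about 60% in these data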;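 also: 0% = DMSO wells and 100% = LY294002 at 200 µM; higher means less KLF5 promoter-driven luciferase light; inactives centre near -14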
# DYRK1A inh: inhibitors of rat Dyrk1A kinase; Q63470; ADP-Glo luminescence, NFATc1 peptide; inhibition, % at 12.5 µM; hit rate 0.43% among 310,000; AID 504441; in the data active = inhibition above about 50%;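 also: plate controls were vehicle with enzyme for no effect and no enzyme for full effect; many of its hits are not listed in these tables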
# GSK3 alpha inh: human GSK-3 alpha kinase inhibition | P49840 | ADP-Glo luminescence, 60 min | inhibition, % at 10 µM | hit rate 0.1% among 320,000;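 in the data active = inhibition above about 50%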;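 also: GST-tagged GSK-3 alpha with peptide substrate and 25 µM ATP; 0% = DMSO neutral wells and 100% = GW8510 positive control wells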
# Target sequence (P49840 whole entry, looked up): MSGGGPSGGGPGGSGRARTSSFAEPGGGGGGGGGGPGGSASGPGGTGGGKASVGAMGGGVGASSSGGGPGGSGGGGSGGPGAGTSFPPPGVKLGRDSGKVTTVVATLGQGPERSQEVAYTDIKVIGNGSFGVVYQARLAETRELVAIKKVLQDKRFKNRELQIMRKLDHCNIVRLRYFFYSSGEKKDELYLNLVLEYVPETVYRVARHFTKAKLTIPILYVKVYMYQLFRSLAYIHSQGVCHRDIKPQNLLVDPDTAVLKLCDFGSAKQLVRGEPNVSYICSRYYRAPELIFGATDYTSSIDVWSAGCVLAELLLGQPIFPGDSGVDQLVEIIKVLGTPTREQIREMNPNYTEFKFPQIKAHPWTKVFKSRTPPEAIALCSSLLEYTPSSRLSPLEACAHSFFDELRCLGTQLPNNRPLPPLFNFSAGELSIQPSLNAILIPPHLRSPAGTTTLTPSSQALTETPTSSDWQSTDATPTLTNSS
# HSF1 inhib: HSF1 inhibition; NIH3T3-HGL HSE-luciferase, MG132-induced, luminescence 8 h; active compounds read low; activity change, negative = inhibition, % at 7.5 µM (by protocol); hit rate 0.77% among 300,000; AID 2098;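 active = more than half of replicate wells show activity change below -50%, luminescence cut by over half; inconclusive = some wells, but at most half, below -50%; inactive = no replicate well below -50%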;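 also: luciferase reports HSF-1 transcriptional activity via heat shock element; 0% = median of DMSO wells and -100% = zero luminescence signal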
# Platelet DG rel: modulates dense granule release in human platelets. human platelet-rich plasma, SFLLRN dense granule ATP release, luminescence. inhibition, %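 (compounds screened at 7.5 µM in platelet-rich plasma)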. hit rate 0.22% among 300,000. AID 1663;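 active = mean replicate score, as percent of positive control, at or above 50; inconclusive = mean below 50 but at least one replicate at or above 50; inactive = mean and every replicate below 50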
# The depositor's hits bear a star; ? = inconclusive; . = not tested or not shown. Some of the compounds tested; count on the stated rates, not on these rows.
compound	IEC-6 tox	HSF1 activator	GSK3beta inhib	aSyn UTR inh	HSP90 inh	KLF5 inh	DYRK1A inh	GSK3 alpha inh	HSF1 inhib	Platelet DG rel
COc1ccc(-n2ncc3c(N(C)C4CCCCC4)ncnc32)cc1	5	-87	4	94*	79*	74*	0	-3	-85*	1
CC1(C)C2CCC13CS(=O)(=O)NC3C2 (stereo not drawn)	5	.	-1	.	-3	-31	2	-1	.	.
O=C(NCc1nnc2c(C(F)(F)F)cc(Cl)cn12)c1ccc2c(c1)OCO2	6	9	-4	4	0	-7	3	7	0	-9
CC(C)(C)C(=O)Nc1ccc(S(=O)(=O)Nc2ccccn2)cc1	4	3	0	6	3	-5	5	-1	-6	0
CCC(=O)Oc1ccc2c(C)cc(=O)oc2c1C	3	1	-6	17	6	-9	41	6	-5	12
Nc1cc(=O)[nH]c(SCC(=O)Nc2ccc([N+](=O)[O-])cc2)n1	-3	12	-1	2	0	-22	-3	.	4	16
COc1ccc(-n2nc(C(=O)N(C)C)nc2-c2ccccc2)cc1	8	-40	1	5	-2	-11	1	-2	-28	-8
Cc1cnc(C(=O)N2CCCC(N3CCN(c4cccc(C(F)(F)F)c4)CC3)C2)cn1 (stereo not drawn)	6	5	3	3	-3	-20	-5	-3	1	11
CCCOc1ccc(NC(=O)c2c(-c3ccccc3)noc2C)cc1	-2	-4	0	16	-1	-20	13	-5	-4	-4
CSc1ccc2[nH]c(=O)cc(C)c2c1	-4	-27	-1	-2	-3	29	40	8	-7	22
CC(=O)NNC(=O)c1[nH]c2ccc(Br)cc2c1-c1ccccc1	-6	7	-5	1	-3	-15	25	3	13	-1
Cc1sc2nc(SCC(=O)OC(C)C)n(C)c(=O)c2c1C	-4	5	1	-11	1	-13	-7	.	-1	-3
COc1cccc(C(=O)Nn2c(C)nnc2-n2nc(C)cc2C)c1	-7	-13	1	7	-1	2	2	-1	-3	2
Cc1ccccc1-c1nnc(SCC(=O)N(C)c2c(N)n(Cc3ccccc3)c(=O)[nH]c2=O)n1C	.	-18	0	0	.	.	-11	-10	-3	-18
CCOc1ccc(NC(=O)Cn2nnc(-c3ccccc3F)n2)cc1	-8	-2	0	-10	-4	-9	-7	-2	0	-8
O=[N+]([O-])c1ccc(N/N=C/c2ccccc2)c(F)c1	-7	40	1	-151	-2	-93	-2	-1	30	-4
CCCCSc1nnc(-c2ccccc2)c2ccccc12	-4	5	-4	15	-4	-13	3	0	8	-7
O=c1c2c3c(sc2ncn1-n1cccc1)CCCCC3	6	15	-3	-38	6	-34	-3	1	6	0
CCOC(=O)C(=CNc1ccc(-c2ccco2)c(Cl)c1)C(=O)OCC	-7	42	-6	-30	-6	5	4	-1	2	-13
O=C(NCc1ccccc1)C(=O)NCC1OCCN1C(=O)c1ccc(Cl)cc1 (stereo not drawn)	-1	-5	6	23	1	-21	.	-2	2	3
CC(=O)c1c(C)oc2ccc(N(C(C)=O)S(=O)(=O)c3ccc(Cl)c([N+](=O)[O-])c3)cc12	-2	?	0	112*	-2	-20	3	1	13	7
O=C(/C=C1\NCC2c3ccccc3CCN2C1=O)c1ccccc1 (stereo not drawn)	2	5	-2	-156	0	1	5	0	-4	4
Cc1cccc(C)c1NC(=S)N1CCC(N(C)CC2CCCO2)CC1 (stereo not drawn)	-3	13	-1	3	8	9	-10	0	-5	-6
O=C(/C=C/c1ccccc1)Nc1cccnc1Oc1ccccc1F	3	10	-1	-126	3	-29	51*	-1	9	-10
COc1nc2ccc(C)cc2cc1-c1noc(-c2ccccc2)n1	-6	3	6	-6	-6	-17	4	-1	0	1
CN1CCN(c2nc3c(c(=O)[nH]c(=O)n3C)n2Cc2cccc3ccccc23)CC1	5	-3	-1	10	0	-34	-4	3	-5	-3
O=C(c1noc2c1CCCC2)N1CCN(c2ccc(F)cc2)CC1	-2	-5	3	29	1	-16	-6	-1	0	-4
O=C(Nc1ccc(O)cc1)N1CCOCC1	-11	0	2	-6	-1	-36	.	-2	-5	-7
Cc1ccc(N/C=C(\C2OC(=O)c3ccccc32)[N+](=O)[O-])c(C)c1 (stereo not drawn)	-8	5	1	4	3	-22	4	5	11	-3
Nc1ccnn1Cc1cccnc1	-2	-22	-7	13	-2	-37	-1	0	0	-4
CCOc1ccc(S(=O)(=O)N2CCCC(C(=O)NCc3ccccc3)C2)cc1 (stereo not drawn)	6	-1	1	-5	-1	-3	.	-1	-1	17
COc1ccc(C2OC3=C(Nc4cc(C)c(C)cc4N3)C2=O)cc1 (stereo not drawn)	-5	30	-2	-98	-3	-81	-3	-1	4	-2
CC(C)NC(=O)COC(=O)Cn1[nH]c(=O)c2ccccc2c1=O	-3	7	0	-10	3	-16	4	-3	-16	6
C=CCc1cc(C=O)cc(OC)c1OCc1ccc(Cl)cc1	8	21	1	32	1	3	5	-1	12	-2
CCOc1cccc(C(=O)NC(=S)Nc2ccc(N3CCN(CC)CC3)cc2)c1	4	7	5	-80	0	-3	4	2	11	11
O=C(NC(Cc1ccccc1)C(=O)O)/C(=C/c1ccc(F)cc1)NC(=O)c1ccccc1 (stereo not drawn)	-1	0	0	6	4	-7	-4	-3	-6	2
CCn1cc(/C=N\NC(=O)c2csc3ccccc23)c(C)n1	1	3	-4	9	0	-18	7	-5	7	.
Cc1cccc2c3c([nH]c12)CCNC3	-8	-9	1	-3	-2	-28	-2	0	2	2
Cc1cc(N2CCN(C)CC2)nc2ccc(NC(=S)N3CCN(c4ccc(Cl)cc4)CC3)cc12	4	-2	-3	-20	2	-20	2	3	4	2
O=C(NCC(c1cccnc1)N1CCN(c2ccccc2)CC1)C1CCCCC1 (stereo not drawn)	3	14	4	2	1	-14	-7	-2	3	-8
Cn1c(Sc2ccccc2Cl)c(C=O)c2ccccc21	1	-8	-2	39	1	25	-3	3	-7	0
O=C1CN(S(=O)(=O)c2ccccc2C(F)(F)F)CCN1	2	-9	0	21	-1	13	0	1	-7	-14
CCCCCCCN1C2=NCCN2c2ccccc21	-6	2	-2	28	1	-6	4	-2	2	8
O=C(NC1CCCCCC1)C1CC(=O)N(c2ccc(Cl)cc2)C1 (stereo not drawn)	-5	-26	0	12	0	3	-8	-1	0	11
CSc1ccc(C(=S)N2CCN(C)CC2)cc1	-3	7	0	-16	2	-19	8	-4	5	6
CN1CCSc2ccc(C(=O)Nc3cc(F)ccc3F)cc21	2	76*	0	-98	-1	-185	2	-1	53	0
CCOC(=O)c1c(-c2ccccc2)csc1NC(=O)c1cc2ccccc2oc1=O	-2	-16	-1	23	4	-5	0	-1	-3	-13
COc1ccc(Cn2c(CCC(=O)N3CCN(c4ccccn4)CC3)nc3ncccc3c2=O)cc1	0	.	.	.	7	2	1	.	.	.
COCc1ccc([C@@H]2C[C@H]3CN(Cc4ccccc4C)C(=O)[C@]34CCCN24)o1	3	-3	3	5	-4	-11	-5	2	2	1
O=C(Nc1ncc([N+](=O)[O-])s1)C1COc2ccccc2O1 (stereo not drawn)	2	7	-2	-93	0	-155	.	20	15	23
O=C(O)c1cccc(-n2cccc2/C=N/O)c1	-2	0	3	9	1	-40	0	-6	3	3
COc1ccc(NC(=O)COC(=O)Cc2cccs2)cc1OC	.	-11	10	0	.	.	2	-3	-3	-2
Nn1c(Cc2cccc3ccccc23)nnc1SCC(=O)NC1CCS(=O)(=O)C1 (stereo not drawn)	-7	7	-4	7	0	7	-1	-1	3	4
CC(=O)N1CCCc2cc(S(=O)(=O)N3CCCC(C(=O)Nc4cccc(F)c4)C3)ccc21 (stereo not drawn)	-1	-6	2	8	-4	-39	4	0	-1	3
NC(=O)C1CCN(CC(=O)Nc2cc(Cl)ccc2Oc2ccccc2)CC1	4	6	-1	10	-4	2	2	0	0	2
COc1ccc(C2C3=C(CC(C)(C)CC3=O)Oc3ncn4nc(-c5cccnc5)nc4c32)cc1 (stereo not drawn)	.	4	-3	23	.	.	2	-3	3	-3
CC(NC(=O)c1c(O)c2ccccc2[nH]c1=O)c1ccccc1 (stereo not drawn)	-4	-6	1	-28	1	-30	-5	-1	2	-1
Cc1ccc(OCC(=O)N/N=C\c2ccc(C)o2)c(C)c1	-4	19	-2	-20	-3	11	-2	-1	-4	-9
CCN(C(=O)Nc1cccc(Cl)c1)c1ccccc1	-3	0	0	7	2	-42	5	-2	7	5
O=C(Nc1ccc(Br)cn1)C1CCCN1S(=O)(=O)c1ccccc1 (stereo not drawn)	6	12	3	-13	3	10	12	.	2	4

# Following part:
compound	IEC-6 tox	HSF1 activator	GSK3beta inhib	aSyn UTR inh	HSP90 inh	KLF5 inh	DYRK1A inh	GSK3 alpha inh	HSF1 inhib	Platelet DG rel
CC1(C)CC(=O)c2c(oc3cc(O)c(O)cc23)C1	-4	19	1	-27	-4	-15	6	-3	19	0
Cc1ccccc1OCCCC(=O)NC1CCCCC1	-6	27	2	-35	-2	-43	-2	.	20	-3
COc1cccc(-n2nc(C(=O)NCC3CCCO3)c3ccccc3c2=O)c1 (stereo not drawn)	-6	2	1	4	-3	-39	5	1	0	-1
O=C(OCCOc1ccccc1Cl)c1ccc(-n2cnnn2)cc1	4	28	-3	-28	1	-27	-1	2	19	-2
CS(=O)(=O)Nc1ccc(N2CCCCC2)c(Cl)c1	-8	.	3	.	10	-12	4	-4	.	1
Cc1ccc(N2CCN(S(=O)(=O)N(C)C)CC2)cc1C	0	35	1	-5	0	-14	-2	1	4	1
N#Cc1c(-c2ccccc2)cc(-c2ccccc2)nc1SCC(=O)O	0	-8	1	-8	-1	-3	-4	-8	-6	-5
Cn1nnnc1SC(C(=O)Nc1ccc(F)cc1)c1ccccc1 (stereo not drawn)	3	-41	5	-1	2	-1	-1	-2	-28	0
CC(CCc1ccc(O)cc1)NCc1ccc(Br)cc1 (stereo not drawn)	-2	0	-1	-11	-2	-50	-1	3	-8	-7
CC(CNCC1CCCO1)COc1cccc2ccccc12 (stereo not drawn)	0	-5	-1	0	-1	-16	3	-1	2	-4
O=C(NCCc1ccc(Cl)cc1)Nc1ccc(Cl)cc1	8	25	-3	-26	1	-19	-6	-1	7	-8
O=C(NCc1cccnc1)c1cc([N+](=O)[O-])ccc1N1CCOCC1	-6	-11	3	-8	1	-9	4	-2	-7	7
Cc1oc2c(C)c3oc(=O)c(CCC(=O)NCCN4CCOCC4)c(C)c3cc2c1C	1	1	-3	17	-5	-6	0	-2	-4	-2
COc1ccc(C)cc1NS(=O)(=O)c1cccc2nonc12	2	-9	-1	22	1	-2	1	-1	-4	-8
